Screens as filed in PubChem BioAssay.
APEX1 inh – blocks human APE1 abasic DNA cleavage. recombinant APE1, TAMRA/BHQ-2 abasic DNA cleavage fluorescence. 350,000 compounds, 0.35% hits. Potency, µM (highest dose often 65.8 µM), inactives show at the top dose activity change, negative = inhibition, hits mostly inhibitors. P27695;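 also: plate controls were vehicle for no effect and reference inhibitor for full effect; nearly all actives have a fitted effect of over 55% in size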
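Endonuclease cleavage of a quenched abasic-site DNA duplex (50 nM) by APE1 (0.75 nM) was tracked by TAMRA dequenching. Compounds were preincubated with enzyme 15 min at room temperature; data normalized to buffer-only and DMSO wells plus NSC13755 control.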
Pol iota inh – DNA polymerase iota (human) inhibition | Pol iota fluorescent replication assay, 10 min | Potency, µM (doses to about 115 µM), inactives show top-dose activity, negative = inhibition, usual class: inhibitors | 390,000 compounds, 1% hits | AID 588590
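Pol iota at 10 nM preincubated 15 min with compounds at room temperature; reaction started with fluorescent substrate, 50 nM final. Fluorescence read kinetically at 0 and 10 min; buffer-only wells as negative control.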
G9a inh – inhibitors of human histone lysine methyltransferase G9a | Potency, µM (titrated, usually from 102 µM), for inactives: at the highest dose activity, negative = inhibition, most hits filed as inhibitors | 350,000 compounds, 8.8% hits | Q96KQ7 | G9a H3K9 monomethylation, AlphaScreen, 2 h; also: % is scaled to controls: 0 for no effect and ±100 for the full control effect; nearly all actives have a fitted effect of over 75% in size
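Methyltransferase reactions run at room temperature for 2 h (20 nM enzyme, 500 nM biotin-H3K9 peptide, 20 uM SAM) after a 15 min compound preincubation; product detected by AlphaScreen beads and anti-H3K9me1 antibody.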
POLK inh – blocks human DNA polymerase kappa activity | Q9UBT6 | purified Pol kappa, fluorescent DNA synthesis assay, 10 min | Potency, µM (series often up to 107 µM), without a hit: top-dose activity, negative = inhibition, actives largely listed as inhibitors | 400,000 compounds, 0.53% hits | AID 588579; also: % is scaled to controls: 0 for no effect and ±100 for the full control effect
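Kinetic fluorescence readout at 0 and 10 min followed reaction start with substrate at 50 nM final. Beforehand, enzyme (10 nM Pol kappa) stood 15 min with compound at room temperature; buffer-only wells were negative controls.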
Apoferritin bind – binds horse apoferritin like a general anesthetic. P02791. apoferritin/1-aminoanthracene competitive binding, fluorescence. Potency, µM (top dose mostly 77.5 µM), for the others: top-dose activity change, negative = displacement, most hits filed as inhibitors. 350,000 compounds, 0.074% hits; also: % is scaled to controls: 0 for no effect and ±100 for the full control effect; nearly all actives have a fitted effect of over 20% in size
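Horse-spleen apoferritin (10 uM) was mixed with 50% saturated 1-aminoanthracene in PBS, exposed to compounds for 10 min at room temperature, and read for fluorescence (ex 380 nm, em 535 nm). Competitive displacement was fitted with a four-parameter Hill equation.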
BAZ2B inh – BAZ2B (human) inhibition; Q9UIF8; AID 504333; 360,000 compounds, 4.4% hits; Potency, µM (titrated, usually from 114 µM), for the others: at the highest dose activity change, negative = inhibition, actives largely listed as inhibitors; AlphaScreen BAZ2B-H3K14Ac peptide displacement; also: % is scaled to controls: 0 for no effect and ±100 for the full control effect; nearly all actives have a fitted effect of over 60% in size
Target sequence (Q9UIF8 whole entry, looked up): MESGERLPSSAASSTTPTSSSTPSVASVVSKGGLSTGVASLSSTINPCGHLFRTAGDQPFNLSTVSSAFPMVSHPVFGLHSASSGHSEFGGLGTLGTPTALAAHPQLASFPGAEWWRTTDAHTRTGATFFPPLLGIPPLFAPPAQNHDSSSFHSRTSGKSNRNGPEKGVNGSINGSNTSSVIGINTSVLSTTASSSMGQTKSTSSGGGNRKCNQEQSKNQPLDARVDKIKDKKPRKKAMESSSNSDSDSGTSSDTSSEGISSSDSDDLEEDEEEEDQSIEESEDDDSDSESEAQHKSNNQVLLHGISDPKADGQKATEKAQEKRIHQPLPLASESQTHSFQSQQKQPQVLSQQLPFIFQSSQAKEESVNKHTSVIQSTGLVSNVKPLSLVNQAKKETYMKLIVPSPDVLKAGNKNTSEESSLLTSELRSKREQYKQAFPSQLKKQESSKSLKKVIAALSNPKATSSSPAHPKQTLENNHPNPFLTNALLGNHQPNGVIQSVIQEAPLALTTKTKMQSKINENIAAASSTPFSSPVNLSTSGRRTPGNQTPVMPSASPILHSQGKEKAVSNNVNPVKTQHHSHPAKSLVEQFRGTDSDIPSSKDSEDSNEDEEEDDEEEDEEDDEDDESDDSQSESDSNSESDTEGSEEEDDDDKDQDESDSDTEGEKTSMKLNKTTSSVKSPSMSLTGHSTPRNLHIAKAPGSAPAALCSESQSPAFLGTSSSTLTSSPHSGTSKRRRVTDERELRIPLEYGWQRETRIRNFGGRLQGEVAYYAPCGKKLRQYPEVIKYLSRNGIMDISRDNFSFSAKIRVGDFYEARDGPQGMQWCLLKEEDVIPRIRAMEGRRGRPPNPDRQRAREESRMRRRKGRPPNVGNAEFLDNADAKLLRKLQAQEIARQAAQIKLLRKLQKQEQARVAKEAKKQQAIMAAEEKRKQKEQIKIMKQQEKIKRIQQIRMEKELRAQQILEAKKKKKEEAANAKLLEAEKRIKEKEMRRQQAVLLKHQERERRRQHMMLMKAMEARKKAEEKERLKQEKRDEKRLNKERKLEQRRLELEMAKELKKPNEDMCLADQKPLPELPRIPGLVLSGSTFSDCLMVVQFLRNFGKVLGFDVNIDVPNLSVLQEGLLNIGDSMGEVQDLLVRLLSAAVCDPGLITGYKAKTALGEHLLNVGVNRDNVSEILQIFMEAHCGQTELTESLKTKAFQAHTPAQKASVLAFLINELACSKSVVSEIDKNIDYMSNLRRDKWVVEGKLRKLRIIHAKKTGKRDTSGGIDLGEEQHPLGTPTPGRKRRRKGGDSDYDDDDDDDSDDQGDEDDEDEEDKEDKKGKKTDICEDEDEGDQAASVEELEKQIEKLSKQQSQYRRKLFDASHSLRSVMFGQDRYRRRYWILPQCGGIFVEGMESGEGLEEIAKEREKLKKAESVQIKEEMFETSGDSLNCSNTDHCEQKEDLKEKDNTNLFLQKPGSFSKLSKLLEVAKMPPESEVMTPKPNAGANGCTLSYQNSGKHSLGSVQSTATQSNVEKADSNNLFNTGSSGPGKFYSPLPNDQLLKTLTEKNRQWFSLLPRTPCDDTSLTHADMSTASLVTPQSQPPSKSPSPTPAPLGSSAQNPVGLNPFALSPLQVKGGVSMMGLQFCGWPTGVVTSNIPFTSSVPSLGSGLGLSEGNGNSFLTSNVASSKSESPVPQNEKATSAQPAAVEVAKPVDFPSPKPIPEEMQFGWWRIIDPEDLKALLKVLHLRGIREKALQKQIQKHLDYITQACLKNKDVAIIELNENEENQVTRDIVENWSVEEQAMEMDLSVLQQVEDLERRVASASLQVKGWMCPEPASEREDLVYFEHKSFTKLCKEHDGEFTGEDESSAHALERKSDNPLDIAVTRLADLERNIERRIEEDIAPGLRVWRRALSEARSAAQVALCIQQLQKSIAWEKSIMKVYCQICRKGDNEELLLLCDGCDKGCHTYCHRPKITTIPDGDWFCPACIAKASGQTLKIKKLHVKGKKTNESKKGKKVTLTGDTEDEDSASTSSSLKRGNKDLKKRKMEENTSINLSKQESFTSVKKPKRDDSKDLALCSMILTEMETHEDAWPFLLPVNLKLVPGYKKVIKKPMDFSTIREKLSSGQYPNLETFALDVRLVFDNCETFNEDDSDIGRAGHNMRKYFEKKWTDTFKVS
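BAZ2B 50 nM plus b-H3(5-23)K14Ac 50 nM, PBS pH 7.4/0.01% Tween-20, 30 min RT; compound added (max 110 uM), 30 min RT; streptavidin donor/Ni-chelate acceptor beads 10 ug/mL final, 20 min dark; AlphaScreen read.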
POLH inh – DNA polymerase eta (human) inhibition; Q9Y253; recombinant Pol eta, fluorescent DNA replication assay; AID 588591; 390,000 compounds, 1.2% hits; Potency, µM (top dose mostly 114 µM), for inactives: top-dose activity change, negative = inhibition, most hits filed as inhibitors; also: % is scaled to controls: 0 for no effect and ±100 for the full control effect
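Fluorescent replication assay: 50 nM final substrate added after a 15 min room-temperature compound preincubation with 10 nM enzyme. Signal taken at 0 min and again at 10 min.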
Pol beta inh – DNA polymerase beta (human) inhibition; P06746; Pol beta primer extension/strand displacement, fluorescence kinetic; Potency, µM (titrated, usually from 114 µM), for inactives: at the top dose activity change, negative = inhibition, most hits filed as inhibitors; 340,000 compounds, 1.3% hits; AID 485314; also: % is scaled to controls: 0 for no effect and ±100 for the full control effect
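10 nM enzyme + cpd, 15 min RT; start with substrate 50 nM final; read 0 min and after 10 min RT. Corrected, normalized data; 4-parameter Hill curve fit.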
BLM helicase inh – Bloom syndrome helicase (human) inhibition. P54132. Potency, µM (highest dose often 56.1 µM), inactives show at the top dose activity change, negative = inhibition, actives largely listed as inhibitors. 350,000 compounds, 0.2% hits. recombinant BLM DNA unwinding, fluorescence dequenching;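 also: plate controls were vehicle for no effect and no enzyme for full effect; nearly all actives have a fitted effect of over 35% in size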
The depositor's hits bear a star; ? = inconclusive; · = not tested or not shown; [ ] = dose if it differs, or a comment. Calls follow the shape of the dose curve; as a rule, active = well fitted curve in the direction sought with a large enough effect; inconclusive = small, poorly fitted or top-dose-only effect, or another doubt; inactive = no such curve, though single readings can be large; an effect the other way counts as inactive or inconclusive. Potency is read from the fitted curve at half-maximal effect. An excerpt, so the mix of outcomes need not match the whole.

mol,POLH inh,G9a inh,Apoferritin bind,APEX1 inh,Pol iota inh,BLM helicase inh,Pol beta inh,POLK inh,BAZ2B inh
COC(=O)c1ccc(C(c2c(N)n(CC(C)C)c(=O)[nH]c2=O)N2CCN(c3ccccc3)CC2)cc1 (stereo unspecified),-18%,-27%[59 µM],?,-3%,-1%,-1%,13%,-3%,-29%
NC(=O)CSc1nnnn1-c1ccccc1Cl,-10%,15%,-3%,-3%,47%[activator],0%,-1%,-5%,-3%
COc1ccc(Br)cc1CNC(=O)c1ccc2c(c1)N(C)CCS2,-9%,·,278%[activator],7%,-22%,-8%,-3%,0%,-37%
COc1ccccc1CNC(=O)c1cc2c(s1)CS(=O)(=O)C2,-3%,1%[59 µM],-13%,6%,-21%,1%,14%,-14%,?
CCN(C(=O)CSc1nnc(-c2ccccc2)o1)c1c(N)n(Cc2ccccc2)c(=O)[nH]c1=O,-17%,13%[59 µM],-11%,0%,72%[activator],-1%,3%,-13%,9%
Cc1cc(C)c2c(-n3cccc3)c(NC(=O)OCc3ccccc3)sc2n1,0%,-48%[59 µM],-22%,-3%,11%,-12%,5%,-27%,-30%
C=CCN(C(=O)CSC1=NC(=O)CN1C(C)=O)c1nc(C)c(-c2ccccc2)s1,-8%,40µM*,-24%,?,?,-8%,-3%,-10%,35µM*
CCCCN(C)CCNC(=O)C1CCN(c2nc3ccc(CC)cc3s2)CC1,·,-42%[59 µM],-15%,·,-4%,5%,16%,-6%,-11%
CC(C)(C)NC(=O)NC(=O)COC(=O)C1c2ccccc2Oc2ccccc21,-4%,1%,-6%,-25%,28%,-15%,35%,-2%,-14%
CCOC(=O)CN1CC23C=CC(O2)C(C(=O)Nc2ccc(F)cc2)C3C1=O (stereo unspecified),-6%,1%[12.7 µM],0%,6%,-7%,-2%,1%,5%,10%
C=C(C)COc1ccc(C2NC(=O)c3ccccc3O2)cc1OCC (stereo unspecified),-20%,16%[59 µM],-19%,-10%,179%[activator],-10%,14%,-6%,-30%
CCCCC1CCc2[nH]nc(C(=O)O)c2C1 (stereo unspecified),-2%,16%[2.33 µM],·,12%,-6%,·,·,-3%,?
O=C(Cn1nnc2ccccc2c1=O)NCc1ccc(Cl)cc1,-17%,13%,-7%,-1%,53%[activator],-6%,-1%,-5%,-14%
Cc1ccc(CNC(=O)Cn2cnc3c(NC(=O)OCc4ccccc4)ncnc32)o1,-9%,-13%[0.501 µM],·,11%,-4%,·,·,-3%,-3%
COc1cc(/C=N/NC(=O)c2ccccn2)cc2c1OCO2,-18%,4%[59 µM],-2%,1%,97%[activator],0%,1%,-10%,50µM*
COc1cccc(NC(=O)C2CCN(c3ccc(Sc4ccc(C)cc4)nn3)CC2)c1,-15%,-33%[59 µM],84%[activator],·,9%,-10%,5%,-23%,-3%
CCc1ccc2[nH]c(=O)c(C(c3nnnn3Cc3ccccc3)N3CCOCC3)cc2c1 (stereo unspecified),-10%,-40%,-8%,-2%,6%,-4%,-2%,-15%,1%
CCn1ncc2c(OCc3ccc(C#N)cc3)cc(C)nc21,6%,19%[59 µM],-20%,9%,12%,-6%,25%,-14%,22%
CC(=O)c1cc(CN2CCN(Cc3ccccc3)C(CCO)C2)cs1 (stereo unspecified),-9%,8%,-6%,-4%,-15%,-1%,76%,-12%,0%
COC(=O)c1c(NC(=O)c2cccc(N3C(=O)CCC3=O)c2)sc2c1CCN(C(C)=O)C2,-15%,79µM*,?,14%,34%[activator],-5%,-10%,-18%,-27%
CC(C)CC(=O)Nc1ccc2c(c1)OCO2,-15%,·,?,-5%,48%[activator],-1%,9%,4%,-9%
CCCCC(=O)Nc1ccc(C(=O)Nc2ccc(OC)cc2[N+](=O)[O-])cc1,?,-12%[59 µM],-6%,1%,27%,1%,52%,-2%,-12%
Cc1cnc(NC(=O)CCc2ccccc2)s1,-5%,11%,?,3%,-17%,-5%,3%,-5%,-8%
COc1ccc(S(=O)(=O)N2CCCCCC2)cc1C(=O)N(C)Cc1ccc(Cl)cc1Cl,2%,?,·,4%,22%,·,·,1%,5%
Cc1csc(SCC(=O)Nc2cccc(S(=O)(=O)N3CCCC3)c2)n1,-20%,?,?,-6%,18%,-2%,-7%,-9%,-12%
CCOc1ccccc1OCCCC(=O)Nc1sccc1C(N)=O,-27%,-28%[59 µM],-18%,4%,28%,4%,23%,-18%,-30%
CC1(C)C(=O)CC[C@@]2(C)C1CC(O)[C@@]1(C)C3=CC(=O)OC(c4ccoc4)[C@]3(C)CCC21 (stereo partly specified),·,-6%[2.33 µM],-9%,5%,·,7%,·,-5%[60.1 µM],·
COc1ccc(S(=O)(=O)N2CCC(C(=O)Nc3cccc(C(C)=O)c3)CC2)cc1C,-19%,-2%[59 µM],-18%,-2%,23%,-4%,?,-10%,1%
COc1ccccc1NCC(=O)N/N=C/c1sccc1C,-16%,-35%,-16%,-1%,63%[activator],-6%,-15%,-22%,?
Cc1ccc(C(=O)NCCNC(=O)c2ccccn2)cc1,-2%,-6%,1%,2%,25%,-5%,27%,3%,-1%
COc1ccc(C(=O)Nc2ccccc2Cc2ccccc2)c(OC)c1,-18%,57%[activator],-4%,-2%,-6%,-7%,-1%,-5%,13%
COc1ccc(OCC(=O)N2CCN(S(=O)(=O)c3ccc(Cl)s3)CC2)cc1,-5%,28%[12.7 µM],·,46%,-26%,·,·,-2%,-13%
CCOC(=O)Cn1nc(-c2ccccc2)ccc1=O,-9%,11%,-13%,0%,25%,2%,27%,-3%,-9%
CC(C)c1ccc(NC(=O)c2ccc(F)c(S(=O)(=O)N3CCc4ccccc4C3)c2)cc1,-10%,-3%[59 µM],6%,·,32%,-12%,6%,-8%[60.1 µM],-8%
Cc1cccc2cc(CN(CC3CCCO3)S(=O)(=O)c3ccccc3)c3nnnn3c12 (stereo unspecified),·,10%[59 µM],0%,14%,·,-1%,33%,·,5%
COc1cccc(C2C(C(=O)c3sc(C)nc3C)=C(O)C(=O)N2CCN(C)C)c1OC (stereo unspecified),·,?,-9%,3%,·,-3%,-3%,·,7%

Nothing new here: an excerpt of the list.
mol,POLH inh,G9a inh,Apoferritin bind,APEX1 inh,Pol iota inh,BLM helicase inh,Pol beta inh,POLK inh,BAZ2B inh
CC1(C)C(=O)CC[C@@]2(C)C1CC(O)[C@@]1(C)C3=CC(=O)OC(c4ccoc4)[C@]3(C)CCC21 (stereo partly specified),·,-6%[2.33 µM],-9%,5%,·,7%,·,-5%[60.1 µM],·
COc1ccc(S(=O)(=O)N2CCC(C(=O)Nc3cccc(C(C)=O)c3)CC2)cc1C,-19%,-2%[59 µM],-18%,-2%,23%,-4%,?,-10%,1%
COc1ccccc1NCC(=O)N/N=C/c1sccc1C,-16%,-35%,-16%,-1%,63%[activator],-6%,-15%,-22%,?

Further results follow:
mol,POLH inh,G9a inh,Apoferritin bind,APEX1 inh,Pol iota inh,BLM helicase inh,Pol beta inh,POLK inh,BAZ2B inh
CCOC(=O)C1CCN(S(=O)(=O)c2c(C)[nH]c(=O)[nH]c2=O)CC1,-20%,5%[59 µM],2%,2%,14%,1%,-7%,-1%,-3%
O=C(CSc1nc2ccccc2[nH]1)N/N=C/C=C\c1ccccc1[N+](=O)[O-],-8%,-17%[59 µM],-16%,2%,20%,-5%,-24%,-2%,-34%
O=C(NCc1ccccc1)c1ccc(Cl)nc1,-18%,·,-2%,3%,72%[activator],6%,41%,3%,4%
CN1CCN(C(=O)CSc2ccc(C(F)(F)F)cc2[N+](=O)[O-])CC1,-8%,-6%[59 µM],1%,3%,-8%,1%,12%,-1%,-6%
COc1ccc(-c2ncc(CN3CCN(CCC(C)C)C(CCO)C3)cn2)cc1 (stereo unspecified),-16%,·,-13%,15%,53%[activator],1%,27%,3%,7%
O=C(O)C1CCCCC1C(=O)NC1CCCCC1 (stereo unspecified),-8%,-32%[12.7 µM],-3%,15%,?,-2%,12%,0%,5%
Cn1c(NC(=O)c2ccc(F)c(F)c2)cc(=O)n(C)c1=O,-6%,9%[59 µM],6%,0%,50%[activator],0%,0%,22%,-1%
COc1ccc(Cc2nc3ccc(C(=O)NCCn4ccnc4C)cc3o2)cc1OC,-8%,1%,-9%,39%,15%,-2%,-20%,0%,-15%
N#Cc1ccc(C(=O)Nc2ccc([N+](=O)[O-])cc2)c(F)c1,-15%,5%,-3%,-1%,59%[activator],-7%,-4%,-12%,-25%
COc1ccc(CC(=O)Nc2cc(-c3cn4cccnc4n3)ccc2OC)cc1,-9%,58%[activator][59 µM],91%[activator],·,3%,0%,2%,-14%[60.1 µM],15%
O=C(Nc1cc([N+](=O)[O-])ccc1N1CCOCC1)c1cccs1,-11%,10%,-8%,-2%,24%,-5%,13%,11%,-2%
COc1ccc(NC(=O)CS(=O)c2ccc(Cl)c(Cl)c2)cc1 (stereo unspecified),-13%,·,-8%,13%,14%,-2%,24%,7%,3%
O=C(Cc1ccc2c(c1)OCCO2)Nc1cccc(S(=O)(=O)N2CCOCC2)c1,-27%,7%[2.33 µM],·,-11%,31%[activator],·,·,-5%,5%
CCOc1ccc(C(=O)Nc2c3c(nn2-c2ccc(C)cc2)CS(=O)C3)cc1OCC (stereo unspecified),-24%,22%[59 µM],1%,-7%,41%[activator],2%,-15%,8%,8%
CCOC(=O)c1nn(-c2ccc(C)cc2)c(=O)cc1OCC(=O)Nc1cccc(C)c1,-14%,-40%,·,15%,10%,·,·,-16%,0%
C=CCn1c(SCCNC(C)=O)nc2cc(-c3ccccc3)sc2c1=O,-17%,2%,11%,-2%,58%[activator],-3%,-3%,-2%,-1%
CC1(C)CC(=O)C(N=Nc2ccc(F)cc2)=C(O)C1,?,5%[59 µM],-6%,10%,11%,-1%,2%,-3%,-38%
C=CCn1c2ccccc2c(=O)c2cc(C#Cc3ccsc3)ccc21,·,·,4%,-15%,·,-15%,5µM*,·,?
